aSyn yeast inh – rescues yeast growth from alpha-synuclein toxicity; Potency, µM (series often up to 46.1 µM), for the others: at the top dose growth rescue (activation), most hits filed as activators; 0.14% of 370,000 active; Yeast expressing alpha-synuclein, growth rescue, BacTiter-Glo, 24 h; note: % of control where 0% means no effect; nearly all actives have a fitted effect of over 65% in size
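Readout is rescue of growth in alpha-synuclein-expressing yeast, so inhibitors of toxicity appear as activators. Growth after 24 hr at 30 deg C in galactose medium is quantified by luminescence.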
PTHR1 ag – agonists of human PTHR1 parathyroid hormone receptor; Q03431; HEK293 GP2 PTHR1 cells, GloSensor cAMP luminescence, 1 h; Potency, µM (doses to about 115 µM), for inactives: top-dose activation, most hits filed as activators; 0.075% of 410,000 active; note: nearly all actives have a fitted effect of over 55% in size; some results filed as inactive show a strong effect at the top dose; inactives centre near -15; many of its hits are not listed in these tables
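HEK-293-derived GP2 cells expressing PTHR1 and a GloSensor cAMP reporter, 3,000/well, plated overnight, given luciferin plus IBMX (each 0.5 mM as added) for 1 h at 37 °C, then compound for 1 h at 37 °C. Luminescence was read after 15 min at room temperature.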
EPAC2 antag – EPAC2 (human) antagonism. Q8WZA2. EPAC2 GEF exchange of Rap1B-BODIPY-GDP, fluorescence. 0.18% of 360,000 active. Potency, µM (top dose mostly 114 µM), for inactives: at the top dose activity, negative = inhibition, usual class: inhibitors. AID 720708; note: % is set by controls: 0 for no effect and ±100 for the full control effect; nearly all actives have a fitted effect of over 45% in size; many of its hits are not listed in these tables
EPAC2 agonist – agonists of human EPAC2 (RAPGEF4); Q8WZA2; EPAC2 activation, biochemical qHTS; response scale: 100% = 6.5 mM cAMP response; Potency, µM (titrated, usually from 154 µM), for the others: at the highest dose activation, most hits filed as activators; 0.079% of 360,000 active; note: nearly all actives have a fitted effect of over 50% in size
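Compounds were added across a concentration range to EPAC2 (100 nM), RAP1B-BODIPY-GDP (250 nM) and GDP (50 uM). After 5 min at room temperature, fluorescence was recorded at 5-min intervals for 30 min.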
EPAC1 antag – blocks human EPAC1 exchange factor; O95398; EPAC1 GEF assay, Rap1b-BODIPY-GDP exchange fluorescence; Potency, µM (highest dose often 115 µM), inactives show at the top dose activity change, negative = inhibition, usual class: inhibitors; 0.14% of 360,000 active; AID 720709;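 note: plate controls were vehicle for no effect and positive control for full effect; nearly all actives have a fitted effect of over 50% in size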
Target sequence (O95398 whole entry, looked up): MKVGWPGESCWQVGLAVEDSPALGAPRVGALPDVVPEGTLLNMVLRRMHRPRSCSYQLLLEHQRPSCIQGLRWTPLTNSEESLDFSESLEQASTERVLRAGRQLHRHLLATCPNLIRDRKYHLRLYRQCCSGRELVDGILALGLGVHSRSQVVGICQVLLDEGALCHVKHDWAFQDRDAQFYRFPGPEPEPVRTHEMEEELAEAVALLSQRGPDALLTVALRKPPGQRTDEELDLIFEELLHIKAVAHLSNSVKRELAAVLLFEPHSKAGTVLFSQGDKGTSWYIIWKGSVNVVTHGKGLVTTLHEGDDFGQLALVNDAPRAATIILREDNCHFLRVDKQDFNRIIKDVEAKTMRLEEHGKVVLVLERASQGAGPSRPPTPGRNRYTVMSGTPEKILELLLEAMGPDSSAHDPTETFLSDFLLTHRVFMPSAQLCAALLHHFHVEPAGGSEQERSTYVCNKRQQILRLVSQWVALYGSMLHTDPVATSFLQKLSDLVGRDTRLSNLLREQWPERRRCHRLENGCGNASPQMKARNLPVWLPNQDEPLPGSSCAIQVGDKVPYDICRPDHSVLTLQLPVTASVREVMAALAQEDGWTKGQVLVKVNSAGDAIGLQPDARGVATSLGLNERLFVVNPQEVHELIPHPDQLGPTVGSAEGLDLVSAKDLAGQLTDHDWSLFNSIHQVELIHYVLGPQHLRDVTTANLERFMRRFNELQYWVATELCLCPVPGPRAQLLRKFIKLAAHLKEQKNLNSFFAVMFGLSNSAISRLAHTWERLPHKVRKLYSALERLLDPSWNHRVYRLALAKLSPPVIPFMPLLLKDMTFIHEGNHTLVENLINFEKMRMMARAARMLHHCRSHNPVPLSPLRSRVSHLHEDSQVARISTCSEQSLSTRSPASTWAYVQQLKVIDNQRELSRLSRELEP
EPAC1 agonist – EPAC1 (human) agonism | 0.073% of 360,000 active | EPAC1 agonist qHTS, biochemical assay; response scale: 100% = response to 6.5 mM cAMP | Potency, µM (titrated, usually from 154 µM), for inactives: at the top dose activation, most hits filed as activators; note: nearly all actives have a fitted effect of over 60% in size
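Nucleotide exchange assay: 100 nM EPAC1 with 250 nM Rap1B loaded with BODIPY-GDP and 50 uM GDP, room temperature. Fluorescence (480/540 nm) read every 5 min for 30 min; signal change normalized to 6.5 mM cAMP as full agonist.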
FUS yeast rescue – suppressors of FUS proteinopathy in yeast | S. cerevisiae FUS-expressing, growth rescue, OD600, 24 h | Potency, µM (titrated, usually from 76.6 µM), for inactives: top-dose growth rescue (activation), hits mostly activators | 0.24% of 390,000 active | AID 1347120;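 note: plate controls were DMSO vehicle for no effect and reference control for full effect; nearly all actives have a fitted effect of over 55% in size; some results filed as inactive show a strong effect at the top dose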
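Cultures pregrown in 2.5% raffinose medium are shifted to minimal medium containing 2% galactose to express toxic FUS. Compounds are tested at several concentrations. After 24hr at 30C, growth is quantified at 600 nm absorbance.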
TDP43 rescue – rescues yeast growth from TDP-43 toxicity; 1.8% of 410,000 active; TDP-43 expressing yeast growth rescue, BacTiter-Glo, 24 h; AID 652104; Potency, µM (top dose mostly 46.1 µM), for the others: top-dose growth rescue (activation), usual class: activators; note: % of control where 0% means no effect; nearly all actives have a fitted effect of over 50% in size
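Yeast expressing TDP-43 (pregrown in raffinose, seeded at OD600=0.02 in galactose medium) exposed to compounds 24 hr at 30 deg C. Growth read by BacTiter-Glo luminescence; rescue of toxicity appears as increased signal.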
The depositor's hits bear a star; i = inactive; ? = inconclusive; nt = not tested or not shown; & = joins results of further samples; [ ] = dose if it differs, or a comment. Calls come from the whole dose curve; as a rule, active = well fitted curve in the direction sought with a large enough effect; inconclusive = small, poorly fitted or top-dose-only effect, or another doubt; inactive = no such curve, though single readings can be large; an effect the other way counts as inactive or inconclusive. Potency is the fitted concentration of half-maximal effect. This is a subset (hit frequency here may not be typical).

SMILES | aSyn yeast inh | PTHR1 ag | EPAC2 antag | EPAC2 agonist | EPAC1 antag | EPAC1 agonist | FUS yeast rescue | TDP43 rescue
Cc1nc(C(F)(F)F)nc(Nc2ccc(N=Nc3ccccc3)cc2)c1C#N | -7.4% | -12.5% | 8.6% | -1.9% | 4.8% | -8.9% | nt | -8.8%
CC1CN(C(=O)c2cc3cc([N+](=O)[O-])ccc3s2)CC(C)O1 (configuration not stated) | -20.2% | i | 2.3% | 6.9% | -4.9% | 2.3% | -9.7% | 16.8%
CC(=Nc1ccccc1)C1=C(O)C(Cc2ccc(F)cc2)NC1=O (configuration not stated) | -2.9% | -2.3% | 6.3% | -2.2% | 7.7% | 2.7% | -6.9% | 11.0%
Nc1c(C(=O)O)sc2nc(-c3ccccc3)cc(-c3ccc(F)cc3)c12 | 5.8% | i | 0.1% | 2.2% | -0.4% | -1.4% | 28.8% | 8.8%
NC(=O)c1ccsc1NC(=O)COC(=O)CSc1ccc(Cl)cc1 | -13.7% | -21.8% | -14.1% | 11.6% | -12.5% | 7.2% | 19.0% | 8.1%
O=Cc1cc(N=Nc2ccc(S(=O)(=O)O)cc2)ccc1O | -2.3% | -5.0% | -22.2% | 14.9% | -24.7% | 6.2% | 19.9% | -16.8%
CCCN1CCN(CCCNC(=O)c2cc3c(s2)-c2ccccc2OC3)CC1 | ? | -15.7% | -4.3% | 2.8% | 20.1% | -4.7% | 1.2%&11.6% | -24.9%&-24.8%
CCn1c(=O)c2sccc2n(Cc2cc(C(=O)OC)ccc2OC)c1=O | -0.4% | i | -12.7% | 4.2% | -2.5% | 8.7% | -13.3% | 2.2%
O=C1CSC(c2ccc([N+](=O)[O-])cc2)N1c1ccccc1F (configuration not stated) | 0.1% | -23.6% | -11.4% | 2.5% | -2.3% | 12.1% | -9.4% | 16.0%
CCCCNC(=O)CC1N=C2c3ccccc3N=C(SCC(=O)Nc3ccc(OC)cc3)N2C1=O (configuration not stated) | 0.0% | i | -0.7% | -18.1% | 0.1% | 5.2% | 26.8% | 2.6%
CC(C)OC(=O)c1c(NS(=O)(=O)c2ccccc2)sc2c1CCCC2 | -5.3% | -15.7%[57.5 µM] | -1.3% | 15.1% | -10.0% | 15.3% | 4.3% | 2.1%
COC(=O)c1cc(C(=O)N2CCN(c3cccc(C)c3C)CC2)cc([N+](=O)[O-])c1 | -5.8% | -86.5%[inhibitor] | -26.3% | 6.6% | -7.4% | 3.5% | ? | 7.3%
CCCCN(C)C(=O)c1nc2ccccn2c1CN1CCN(c2ncccn2)CC1 | -3.6% | -3.8% | -11.4% | 4.2% | 6.8% | -1.7% | -31.4% | 4.1%
CCCN1CNC(=S)N(CCc2ccccc2)C1 | 22.1% | i | 2.7% | 1.0% | 4.2% | 2.6% | 15.0% | 0.0%
COc1ccc(OC)c(S(=O)(=O)Nc2cc(OC)c(Cl)cc2OC)c1 | -0.7% | i | -13.3% | 29.3% | -7.8% | 20.4% | 38.6% | -8.9%
CC(C)Cn1c(N)c(C(=O)COC(=O)c2ccc(O)cc2)c(=O)n(C)c1=O | 4.1% | i | -6.2% | 2.5% | -17.2% | 0.3% | 8.8% | 10.5%
CCCOc1cccc(C(=O)Nc2cccnc2)c1 | -3.3% | i | 1.9% | 8.3% | 7.8% | 8.0% | -2.7% | -18.2%
CCn1nc(NS(=O)(=O)c2ccccc2)c2cc3cc(C)ccc3nc21 | -0.2% | i | -1.1% | -7.5% | -11.8% | -4.5% | -15.2% | 11.3%
CCN1C[C@@H]2[C@@H]3C(=O)N(Cc4ccccc4)C(=O)[C@@H]3[C@](Cc3ccccc3)(C1=O)N2C(=O)c1ccc(C)cc1 | -0.4% | i | 0.2% | 0.8% | 9.7% | 4.4% | 25.1% | -3.9%
C=CCN(c1ccccc1OC)S(=O)(=O)c1cccc(C(=O)OC2CCOC2=O)c1 (configuration not stated) | 16.5% | -17.0% | -19.6% | 10.0% | -3.2% | 12.6% | 13.3% | -17.3%

Some of these compounds in order of length of the SMILES, highest first:
SMILES | aSyn yeast inh | PTHR1 ag | EPAC2 antag | EPAC2 agonist | EPAC1 antag | EPAC1 agonist | FUS yeast rescue | TDP43 rescue
CCN1C[C@@H]2[C@@H]3C(=O)N(Cc4ccccc4)C(=O)[C@@H]3[C@](Cc3ccccc3)(C1=O)N2C(=O)c1ccc(C)cc1 | -0.4% | i | 0.2% | 0.8% | 9.7% | 4.4% | 25.1% | -3.9%
CC(C)OC(=O)c1c(NS(=O)(=O)c2ccccc2)sc2c1CCCC2 | -5.3% | -15.7%[57.5 µM] | -1.3% | 15.1% | -10.0% | 15.3% | 4.3% | 2.1%
CC(=Nc1ccccc1)C1=C(O)C(Cc2ccc(F)cc2)NC1=O (configuration not stated) | -2.9% | -2.3% | 6.3% | -2.2% | 7.7% | 2.7% | -6.9% | 11.0%
O=Cc1cc(N=Nc2ccc(S(=O)(=O)O)cc2)ccc1O | -2.3% | -5.0% | -22.2% | 14.9% | -24.7% | 6.2% | 19.9% | -16.8%
CCCOc1cccc(C(=O)Nc2cccnc2)c1 | -3.3% | i | 1.9% | 8.3% | 7.8% | 8.0% | -2.7% | -18.2%
CCCN1CNC(=S)N(CCc2ccccc2)C1 | 22.1% | i | 2.7% | 1.0% | 4.2% | 2.6% | 15.0% | 0.0%

Later entries
SMILES | aSyn yeast inh | PTHR1 ag | EPAC2 antag | EPAC2 agonist | EPAC1 antag | EPAC1 agonist | FUS yeast rescue | TDP43 rescue
O=S(=O)(Nc1cccnc1)c1cccs1 | 0.5% | i | 4.9% | -2.3% | -17.7% | 1.4% | -13.8% | -0.6%
CC(=O)Nc1nonc1-c1nc2ccccc2n1C | 0.1% | i | -2.0% | 6.6% | 14.4% | 2.5% | -5.5% | 13.8%
COc1cccc(CC(NC(C)=O)C(=O)NC2CCN(S(=O)(=O)c3ccc4ccccc4c3)CC2)c1 (configuration not stated) | -1.1% | i | -2.8% | 5.0% | -4.5% | 6.6% | -3.0% | -10.0%
CCOc1c(Br)cc(/C=C2/SC(=O)N(CC(=O)N3CCCC3)C2=O)cc1OC | -1.9% | i | 10.0% | -5.3% | -7.0% | 0.5% | -7.9% | 0.8%
CCOC(=O)[C@]12CCCC=C1N(Cc1ccccc1)C(=O)[C@H](CC(=O)NCc1ccc(OC)c(OC)c1)C2 | -2.6% | 8.9% | -2.4% | 11.7% | 11.1% | -4.4% | 15.7% | 6.5%
O=C(/C=C/C(=O)NCc1cccs1)NCc1cccs1 | -0.6% | i | -1.8% | 12.5% | -7.6% | 2.1% | -13.6% | 7.9%
CC(=O)Nc1ccc(NC(=O)c2cccc(Oc3ccccc3)c2)cc1 | -2.2% | i | -0.2% | 6.3% | -3.7% | -8.1% | 4.3% | 0.9%
Cc1ccc(NC(=O)CCC(=O)c2cc(C)sc2C)nc1 | 12.1% | -11.5% | 12.4% | -2.2% | -12.0% | 3.0% | 13.9% | -20.1%
C=CCNCCCCOc1ccc(C)cc1[N+](=O)[O-] | 2.7% | -5.2% | 0.8% | -1.2% | -15.9% | 0.0% | 5.4% | -0.5%
O=C(O)C1CCN(S(=O)(=O)c2cccc3cccnc23)CC1 | -4.8% | -7.3% | 2.8% | 4.1% | 3.7% | 5.5% | -9.4% | -9.1%
CCOc1ccccc1NC(=O)c1cccc2ccccc12 | -0.8% | -4.5% | ? | 2.7% | -14.0% | 11.9% | 22.5% | 7.94µM*
CCN(C(=O)COC(=O)CCOc1cc(C)ccc1C)c1c(N)n(Cc2ccccc2)c(=O)[nH]c1=O | -10.0% | -28.7% | 10.7% | -2.8% | -1.4% | -14.2% | 11.3% | 15.8%
Cc1cccc(NC(=O)c2nc[nH]c2C(=O)N[C@@H](C)CO)c1 | 1.2% | -41.6% | -2.8% | -2.5% | -13.0% | -12.0% | 8.6% | 16.2%
CCCCn1c(CCl)nc2cc(S(=O)(=O)N3CCOCC3)ccc21 | 2.3% | -2.7% | -0.2% | 1.4% | -14.5% | 15.9% | nt | 18.0%
CC1CCN(C(c2ccc(N(C)C)cc2)c2nnnn2C(C)(C)C)CC1 (configuration not stated) | -11.2% | i | 0.7% | -7.2% | 7.5% | -6.8% | -3.9% | 14.2%
O=C(Nc1nc2ccccc2s1)C1CC(=O)N(c2ccccc2)C1 (configuration not stated) | 21.0% | -37.0%[inhibitor] | -7.4% | 11.3% | -3.8% | 1.9% | 17.5% | 27.8%
COc1ccc(C2CC(c3cccc(Cl)c3)n3nc(N)nc3N2)cc1 (configuration not stated) | -8.9% | -46.8%[inhibitor] | 1.0% | -8.6% | -8.5% | -4.3% | -4.6% | 12.2%
Cc1ccc(S(=O)(=O)N(C#N)c2nc(C)cc(C)n2)cc1 | -13.5% | ? | 10.7% | 3.2% | 7.2% | -3.3% | 23.8% | 6.0%
CCOc1ccc(NC(=S)NN2C(C)CCCC2C)cc1 (configuration not stated) | -1.2% | i | 1.9% | 6.3% | 1.3% | -0.5% | nt | 10.1%
Cc1cccc(Nc2nc(-c3ccc(F)cc3)cs2)n1 | -17.1% | -34.4%[inhibitor] | -17.9% | 28.4% | ? | -1.1% | 2.0% | ?
COc1ccc(C(=O)CSc2nnc(-c3ccco3)n2CC2CCCO2)cc1 (configuration not stated) | -1.5% | -15.1% | 5.7% | -13.8% | -2.2% | -5.1% | 23.0% | 9.7%
O=C(/C=C/c1ccco1)N(Cc1cccc(Cl)c1)C1CCS(=O)(=O)C1 (configuration not stated) | 2.5% | i | -5.3% | 5.0% | -9.1% | 8.3% | 21.0% | -8.5%
CCOC(=O)c1ccc(NCc2ccncc2)cc1 | 2.8% | -31.6%[inhibitor] | -5.4% | -9.5% | -6.2% | -0.4% | 2.7% | -7.2%
CCCNc1c(NS(=O)(=O)c2c(F)c(F)c(F)c(F)c2F)c(=O)oc2ccccc12 | -4.2% | i | 3.4% | -2.5% | -20.3% | 2.7% | -4.7% | 6.8%
COc1ccc(N2CCN(C(=O)CCNS(=O)(=O)c3cc(Br)cnc3N)CC2)cc1 | 2.8% | -17.8% | -2.6% | 5.9% | -5.9% | 5.5% | ? | 9.8%
CC(N)c1csc(NC(=O)c2cc(C(C)(C)C)nn2Cc2ccccc2)n1 (configuration not stated) | -18.8% | i | 2.2% | -1.8% | -23.7% | -15.2% | 13.1% | 6.9%
C[C@H](CO)NC(=O)[C@@H]1C[C@H]1[C@@H](NP(=O)(c1ccccc1)c1ccccc1)c1ccccc1 | -22.3% | -21.3% | 19.3% | 3.4% | 18.0% | -10.4% | -2.4% | -8.4%
Cc1cn(C2CC(OC(=O)C(C)C)C(CO)O2)c(=O)[nH]c1=O (configuration not stated) | 3.3%[1.84 µM] | i | 0.5% | 1.4% | 19.8% | -9.9% | -10.5% | 15.3%

Screening results deposited in PubChem by National Center for Advancing Translational Sciences (NCATS).
